GLP-1R agonist – agonists of human GLP-1 receptor | P43220 | AID 624172 | Potency, µM (top dose mostly 45.6 µM), without a hit: at the top dose activation, actives largely listed as activators | HEK293 GLP-1R CRE-luciferase, luminescence, 4-6 h; cells express a hypersensitive GLP-1R form | 380,000 compounds, 0.007% hits; also: % of control where 0% means no effect
Target sequence (P43220 whole entry, looked up): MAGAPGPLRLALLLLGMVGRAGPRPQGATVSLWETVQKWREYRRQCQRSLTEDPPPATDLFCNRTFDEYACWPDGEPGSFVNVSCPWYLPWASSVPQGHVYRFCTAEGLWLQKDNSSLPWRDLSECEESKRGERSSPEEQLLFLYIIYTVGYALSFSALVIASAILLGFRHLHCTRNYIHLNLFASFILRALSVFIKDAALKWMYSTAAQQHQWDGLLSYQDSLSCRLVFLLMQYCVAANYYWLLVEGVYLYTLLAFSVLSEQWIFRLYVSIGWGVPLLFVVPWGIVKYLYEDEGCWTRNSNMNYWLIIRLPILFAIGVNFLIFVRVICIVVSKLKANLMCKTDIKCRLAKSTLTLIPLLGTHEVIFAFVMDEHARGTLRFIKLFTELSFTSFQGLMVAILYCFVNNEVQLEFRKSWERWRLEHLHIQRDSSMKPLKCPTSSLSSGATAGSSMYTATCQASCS
GLP1R cytotox – cytotoxicity counter-screen for GLP-1 receptor inverse agonists; 410,000 compounds, 0.13% hits; Potency, µM (titrated, usually from 38.3 µM), inactives show top-dose activity change, negative = inhibition, usual class: inhibitors; HEK293 cAMP-luciferase reporter cells, luminescence, 24 h;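 also: loss of luciferase light is scored as toxicity; % is scaled to controls: 0 for no effect and ±100 for the full control effect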
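A 23 nL compound transfer followed 12 hours of cell culture at 37 deg C; exposure then lasted 24 hr. Luciferase assay detection reagent was dispensed and plates read for luminescence after a 12 min room-temperature wait.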
KB-3-1 tox – kills parental KB-3-1 adenocarcinoma cells | KB-3-1 viability, CellTiter-Glo ATP luminescence, 72 h | Potency, µM (titrated, usually from 46.1 µM), without a hit: at the top dose activity change, negative = cytotoxic, hits mostly cytotoxic | 400,000 compounds, 1.4% hits | AID 1347075; also: % is scaled to controls: 0 for no effect and ±100 for the full control effect; nearly all actives have a fitted effect of over 60% in size
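Viability of parental KB-3-1 cells, measured by CellTiter-Glo luminescence, followed a 72 h incubation at 37 °C with pinned compounds in phenol-red-free DMEM containing 10% FBS.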
GLP1R inv ag – acts as inverse agonist at human GLP-1 receptor; Potency, µM (titrated, usually from 38.3 µM), without a hit: at the top dose activity change, negative = inhibition, actives largely listed as inhibitors; 410,000 compounds, 1.6% hits; HEK293 GLP-1R CRE-luciferase, luminescence, 24 h; GLP-1R form is constitutively active; P43220; AID 624417; also: % is scaled to controls: 0 for no effect and ±100 for the full control effect; nearly all actives have a fitted effect of over 55% in size
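Assay principle: reduced luminescence from a cAMP-responsive reporter in HEK293 cells co-expressing a constitutively active GLP-1R. Conditions: 24 hr compound incubation, 37 deg C, 5% CO2.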
HT1080 IDH1KD tx – HT-1080 IDH1 knockdown cell toxicity (counter line); HT-1080 IDH1 knockdown viability, ATP luminescence, 48 h; 360,000 compounds, 2% hits; AID 686971; Potency, µM (top dose mostly 46.1 µM), for inactives: at the top dose activity, negative = toxicity, most hits filed as cytotoxic;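 also: 0% = DMSO wells and -100% = cell-free medium wells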
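% activity derives from luminescence (CellTiter-Glo), normalised to DMSO and no-cell wells. HT-1080-IDH1KD cells, 750/well, had 48 h compound exposure at 37 °C.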
HT1080-NT tox – kills 2HG-producing HT-1080-NT fibrosarcoma cells; Potency, µM (series often up to 46.1 µM), for inactives: top-dose activity, negative = less viability, most hits filed as cytotoxic; 360,000 compounds, 1.6% hits; HT-1080-NT fibrosarcoma viability, CellTiter-Glo ATP luminescence, 48 h;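 also: NT is the 2HG producing partner of a matched IDH1 knockdown line; 0% = DMSO-treated cells and -100% = media-only wells without cells; nearly all actives have a fitted effect of over 55% in size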
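Viability of the 2HG-overproducing fibrosarcoma line after 48 hours of compound exposure at 37 degrees C was determined by luminescence with CellTiter-Glo, and concentration-effect curves were then fitted and categorized.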
TDP43 rescue – rescues yeast growth from TDP-43 toxicity | TDP-43 expressing yeast growth rescue, BacTiter-Glo, 24 h | 410,000 compounds, 1.8% hits | Potency, µM (top dose mostly 46.1 µM), for the others: top-dose growth rescue (activation), most hits filed as activators; also: % of control where 0% means no effect; nearly all actives have a fitted effect of over 50% in size
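Luminescence from BacTiter-Glo reports growth of TDP-43-expressing yeast after 24 hr at 30 deg C with compound. Cells were raffinose-pregrown to mid-log, then seeded in galactose medium at OD600=0.02.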
KB-V1 MDR tox – kills drug-selected multidrug resistant KB-V1 cells. 400,000 compounds, 3.4% hits. Potency, µM (series often up to 46.1 µM), inactives show top-dose activity change, negative = cytotoxicity, actives largely listed as cytotoxic. KB-V1 MDR cells viability, CellTiter-Glo, 72 h. AID 1347076; also: % is scaled to controls: 0 for no effect and ±100 for the full control effect; nearly all actives have a fitted effect of over 60% in size
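Readout: CellTiter-Glo luminescence, 10 min after addition. Cells: KB-V1 MDR subline, 72 h at 37 degrees C with compound. Analysis: corrected, normalized data fitted to concentration-effect curves.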
SW480 rereplic – DNA re-replication induction in SW480 cells. SW480 DNA re-replication, Hoechst DNA content imaging, 48 h. Potency, µM (top dose mostly 46.1 µM), without a hit: at the highest dose re-replication activation, hits mostly activators. 340,000 compounds, 1.8% hits. AID 624297; also: % of control where 0% means no effect; nearly all actives have a fitted effect of over 55% in size
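First, 250 cells per well were seeded. Next, compound or vehicle (23 nL) was pinned in, plates sat 48 hr at 37 C. Finally Hoechst was added for 40 min before fluorescence scanning.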
Numbers without * were called inactive; ? = inconclusive; / = not tested or not shown; & = joins results of further samples; [ ] = dose if it differs, or a comment. Calls follow the shape of the dose curve; as a rule, active = well fitted curve in the direction sought with a large enough effect; inconclusive = small, poorly fitted or top-dose-only effect, or another doubt; inactive = no such curve, though single readings can be large; an effect the other way counts as inactive or inconclusive. Potency is read from the fitted curve at half-maximal effect.

SMILES	GLP-1R agonist	GLP1R cytotox	KB-3-1 tox	GLP1R inv ag	HT1080 IDH1KD tx	HT1080-NT tox	TDP43 rescue	KB-V1 MDR tox	SW480 rereplic
CC(=O)N(CCC(c1ccco1)C(C)C)Cc1ccc(Cl)cc1 (centres undefined)	9%	12%	4%	?	-14%	-10%	-5%	?	-3%
Cc1ccc(OCC(=O)N2N=C(C(F)(F)F)CC2(O)C(C)(C)C)cc1C (centres undefined)	-2%	-28%	-20%	-57%	-24%	-20%	?	18µM*	?
Cc1cc(C)c(C)c(S(=O)(=O)NCCN2CCOCC2)c1C	-3%	2%	6%	-6%	1%	12%	-9%	?	0%
CC(=O)NS(=O)(=O)c1ccc(NC(=O)CSc2ccc(C)cc2)cc1	1%	1%	1%	-4%	22%	8%	0%[9.22 µM]	-2%	0%
O=C(Nc1nnc(S(=O)(=O)N2CCN(c3ccc(F)cc3)CC2)s1)c1ccccc1	-3%	-14%	7%	10%	2%	0%	6%	12%	-1%
COc1ccccc1CN1C(=O)CN(C2CCCC2)C(=O)C1c1ccc(F)cc1 (centres undefined)	8%	7%	-15%	0%	-16%	6%	-16%	3.7µM*	18%
CCN(CCCNC(=O)C1CCN(S(=O)(=O)CC)CC1)c1cccc(C)c1	-8%	-19%	10%	-10%	9%	0%	-19%	-17%	-4%
COc1cc(OC)cc(C(=O)NC(=S)Nc2nnn(C)n2)c1	0%	-2%	4%	4%	1%	6%	0%	0%	-9%
CCCC(=O)c1cc(-c2nc3ccccc3n2C)n(C)c1	0%	-20%	9%	1%	12%	22%	22%	-9%	-1%[9.22 µM]
CCn1nnc(NC(=O)C(C)(c2ccccc2)c2ccccc2)n1	0%	6%	7%	-8%	7%	8%	10%	?	-3%
Cc1c2cnn(CC(=O)N3CCOCC3)c(=O)c2c(C)n1Cc1ccccc1F	2%	3%	3%	-2%	13%	15%	-8%	-1%	-28%
CN(CC1CCOCC1)C(=O)CC1C(=O)NCCN1CC1CCCCC1 (centres undefined)	0%	-5%	18%	18%	-3%	-3%	8%	?	0%
CC(C)Cn1nc(NS(=O)(=O)c2ccccc2)c2cc3ccccc3nc21	-5%	-18%	-4%	0%	-13%	0%	-5%	-4%	1%
COc1ccc(S(=O)(=O)N2CCCC(C(=O)Nc3ccc(OC)c(OC)c3)C2)cc1 (centres undefined)	-2%	-15%	2%	?	-2%	7%	6%	?	-2%
CCOc1ccc(CCNC(=O)CCC(=O)N2CCSc3ccccc32)cc1OCC	-6%	1%	-4%	3%	3%	14%	5%	-12%	-1%
COc1ccc(CNC(=O)Cn2nc(C)n3cccc3c2=O)cc1	-2%	9%&2%	2%	-2%&6%	5%	-1%	-9%&17%	0%	-13%
Cc1[nH]c2ccccc2c1CCN(Cc1cccs1)C(=S)NC(C)(C)C	-3%	3%	23%	?	-5%	-12%	15%	3%	-1%
O=C(Nc1ccc2c(c1)CCC2)C1COc2ccccc2O1 (centres undefined)	0%	-5%	-26%	3%	20%	14%	-3%	-7%	-10%
CCN1C(=O)c2ccccc2Sc2ccc(NC(=O)c3ccc(C)c(F)c3)cc21	/	-10%	?	-11%	/	/	23%	?	/
CCC1=NC(c2ccc(OC)cc2OC)N(O)C1(C)C (centres undefined)	0%	3%	-16%	0%	-2%	6%	-32%[inhibitor]	14%	2%
O=C(Nc1nc2cc3c(cc2s1)OCO3)c1cccc(N2C(=O)CCC2=O)c1	-4%	0%	-5%	2%	2%	9%	5%	2%	1%
Cn1c(=O)c2c(nc(SCCNS(=O)(=O)c3ccccc3)n2C)n(C)c1=O	4%	-6%	22%	0%	0%	-1%	23%	-16%	-2%
O=C(CSc1nnc(-c2cccc(S(=O)(=O)N3CCCC3)c2)n1-c1ccccc1)Nc1cccc(C(=O)O)c1	-7%	1%	3%	13%	3%	2%	1%	?	?
Cn1cc(-c2csc(C(O)c3ccccc3)n2)cn1 (centres undefined)	-3%	-1%	-3%	14%	3%	23%	4%	-18%	/
CC(=O)NC1C(=O)N(CCN2CCOCC2)c2ccc(Br)cc21 (centres undefined)	2%	1%	?	11%	1%	2%	-15%	13%	-5%
Next section.
SMILES	GLP-1R agonist	GLP1R cytotox	KB-3-1 tox	GLP1R inv ag	HT1080 IDH1KD tx	HT1080-NT tox	TDP43 rescue	KB-V1 MDR tox	SW480 rereplic
CCOc1ccc(OCC(=O)NCc2n[nH]c(=O)c3ccccc23)cc1	1%	5%	0%	8%	5%	-9%	-4%	-4%	-21%
COc1ccccc1NC(=O)Cn1c(C)cc(C)c(C#N)c1=O	-1%	2%	6%	3%	/	/	22%	?	/
CCN(c1ccc(NC(=O)c2cccc(S(=O)(=O)N3CCN(C)CC3)c2)cc1)C(C)C	3%	-3%	/	?	-12%	0%	0%	/	1%
CCC1CCCCN1C(=O)Cn1nc([N+](=O)[O-])c(Cl)c1C (centres undefined)	8%	17%	4%	34%[activator]	-15%	18%	-16%[0.397 µM]	2%	-6%
COCCn1c(SCC(=O)N2CCc3ccccc3C2)nc2cc(Cl)ccc2c1=O	0%	-19%	?	8%	25%	10%	?	1.8µM*	1%
Cc1ccc(-c2c[nH]c(=S)n2-c2ccccc2F)cc1	-1%	-3%	0%	-6%	-9%	0%	0%	-18%	-4%
Cc1ccc(NC(=O)COC(=O)c2ccc(-n3cccn3)cc2)cc1C	-1%	-3%	4%	4%	-2%	14%	16%	?	-3%
CCN(CC)S(=O)(=O)c1ccc(C(=O)NCC(=O)NC2CC2)cc1	4%	9%	0%	-3%	7%	6%	0%	15%	-87%[inhibitor]
O=C(Nc1c(C(=O)N2CCN(c3ccccc3)CC2)oc2ccccc12)c1ccc(Br)o1	/	-4%	-16%	-29%	/	/	22%	0%	/
Cc1cc(C(=O)CN2C(=O)C(=O)N(CC(C)C)C2=O)c(C)n1C1CC1	0%	-5%	1%	8%	1%	13%	-28%	18µM*	?
Fc1ccc(-c2nc3ccccn3c2NCc2ccc3c(c2)OCO3)cc1	17%	0%[7.66 µM]	1%	9%[7.66 µM]	-29%	-7%	-7%[9.22 µM]	12%	?
CCOc1ccc(NC(=O)CSc2nnc(Cn3cnc4ccccc43)n2C)cc1	0%	-13%	13%	25%	-1%	3%	13%	1%	-2%
COC(=O)c1ccc(CNC(=O)Cn2cnc3c(NCc4ccccc4)ncnc32)cc1	3%	-16%	?	-5%	-18%	-20%	-13%	1%	0%
COc1cccc(CNC(=O)COC(=O)c2c(C)nn(-c3ccccc3)c2Cl)c1	0%	-15%	-2%	-32%	14%	4%	14%	-10%	-4%
COc1ccccc1CNC(=O)CN1c2cccc3cccc(c23)S1(=O)=O	15%	5%	10%	?	-8%	-1%	23%	0%	0%
CCn1c(CNC(=O)c2ccc(OC)c(OC)c2)nnc1SCC(=O)c1ccc(OC)cc1	13%	0%	-3%	1%	7%	13%	-21%	?	-9%
COc1cccc(NC(=O)Nc2cc(C(=O)NC(C)C)ccc2N2CC3CC(C2)c2cccc(=O)n2C3)c1 (centres undefined)	6%	-3%	15%	48%	6%	0%	5%	23%	-5%
CCCN1CCN(C(=O)c2ccc(S(=O)(=O)N(C)c3ccccc3OC)cc2)CC1	-4%	5%	1%	-12%	0%	-3%	-7%	-13%	/
O=C(Nc1ccc(OC(=O)c2ccco2)cc1)c1ccco1	7%	-29%	-1%	0%	8%	12%	-7%	0%	24%
Cc1csc(SCC(=O)NC23CC4CC(CC(C4)C2)C3)n1	10%	-10%	7%	?	-11%	-14%	-5%	-8%	-3%
Nn1c(=O)[nH]c2ccccc2c1=O	8%	0%	-1%	7%	1%	0%	4%	-30%	-4%
COc1ccc(C(=O)NC(CCSC)C(=O)NC2CC2)cc1 (centres undefined)	-1%	9%	15%	12%	0%	1%	-13%	-14%	-1%
CCOc1ccc(NC(=O)CSc2nc(N)c(-c3ccccc3)c(=O)[nH]2)cc1	8%	-12%	1%	3%	-21%	4%	7%	17%	-3%
Cc1cc(C(=O)COC(=O)c2nccnc2N)c(C)n1C	-5%	3%	-3%	?	10%	-2%	18%	1%	-90%[inhibitor]
Cc1ccc(C)n1NC(=O)c1ccccc1[N+](=O)[O-]	7%	-4%	0%	3%	6%	-1%	-18%	3%	2%
Cc1ccc(NC(=O)C2CCC(CNS(=O)(=O)c3cccc4nsnc34)CC2)c(Cl)c1 (centres undefined)	/	2%	22%	-2%	/	/	0%	-2%	/
COc1ccc([C@H]2CC(=O)C=C(/C=C/c3ccccc3)C2)cc1OC	-5%	8%	-17%	10%	-1%	-17%	?	-30%	10%
Cn1ccc(NC(=O)c2ccc([N+](=O)[O-])cc2)n1	-1%	5%	7%	8%	11%	-6%	3%	?	0%
Cc1ccc(C)c(Cn2cnc3c(cnn3-c3ccc(F)cc3)c2=O)c1	/	5%	-1%	3%	/	/	18%	4%	/
CC1=C(C(=O)OCc2ccccc2)C(c2ccc([N+](=O)[O-])cc2)NC(=O)N1CCCC(=O)O (centres undefined)	-1%	1%	6%	-8%	5%	0%	23%	15%	-14%

Full records from above. Screens in order: GLP-1R agonist	GLP1R cytotox	KB-3-1 tox	GLP1R inv ag	HT1080 IDH1KD tx	HT1080-NT tox	TDP43 rescue	KB-V1 MDR tox	SW480 rereplic
`O=C(Nc1nc2cc3c(cc2s1)OCO3)c1cccc(N2C(=O)CCC2=O)c1` in the list: -4%	0%	-5%	2%	2%	9%	5%	2%	1%
`Cc1ccc(OCC(=O)N2N=C(C(F)(F)F)CC2(O)C(C)(C)C)cc1C` (centres undefined) in the list: -2%	-28%	-20%	-57%	-24%	-20%	?	18µM*	?

5 compounds already listed, ordered by their value in GLP-1R agonist, ascending.
Structure | GLP-1R agonist
COc1ccc(C(=O)NC(CCSC)C(=O)NC2CC2)cc1 (centres undefined) | -1%
COCCn1c(SCC(=O)N2CCc3ccccc3C2)nc2cc(Cl)ccc2c1=O | 0%
CCN(c1ccc(NC(=O)c2cccc(S(=O)(=O)N3CCN(C)CC3)c2)cc1)C(C)C | 3%
Cc1ccc(C)n1NC(=O)c1ccccc1[N+](=O)[O-] | 7%
Nn1c(=O)[nH]c2ccccc2c1=O | 8%

Bioassay records: PubChem, National Center for Advancing Translational Sciences (NCATS)
